TNF necrop inh – blocks TNF-alpha induced death of Jurkat FADD-/- cells | activation (protection from cell death), % at 10 µM | 0.068% of 220,000 active | Jurkat FADD-/- TNF necroptosis rescue, ATP luminescence, 24 h; 0 = TNF only, 100 = no-TNF cells | AID 463075;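 active = activation, meaning protection from cell death, of at least 50% relative to plate controls; inactive = activation below 50%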;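 also: necroptosis triggered by 40 ng/mL TNF-alpha added together with compound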
m-calpain inh – inhibitors of pig calpain II; inhibition, % at 16 µM; 0.37% of 220,000 active; AID 1236; purified calpain II, fluorogenic peptide substrate, 30 min;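 active = inhibition above about 50%, limit read from the data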
L929 necroptosis – L929 zVAD cell death inhibition | AID 1377 | viability rescue, % at 10 µM | 0.38% of 220,000 active | L929 zVAD necroptosis rescue, ATP luminescence, 24 h; with zVAD 60 µM;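 active = activation, scaled between plate controls, above about 75%, limit read from the data; inactive = activation under that limit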;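 also: 0% = zVAD with DMSO and 100% = DMSO alone without zVAD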
Mdm2 ligase inh – Mdm2 E3 ligase (human) inhibition; signal enhancement, % at 5 µM; cell-based MDM2 ubiquitination luciferase reporter, 2 h; 0 = plate control, 100 = twice control, blank-subtracted; 0.11% of 210,000 active;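 active = signal enhancement of 30% or more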;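 also: luminescence tracks abundance of the self-degrading MDM2-luciferase fusion protein; higher signal means inhibition of MDM2 E3 ligase activity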
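Timing – 2 h compound exposure at 37 °C · Assay system – mammalian cells stably expressing self-ubiquitinating, self-degrading MDM2 E3–luciferase fusion · Amount – 2000 cells seeded into each well · Measure – % luminescence enhancement versus blank-corrected plate control mean · Measured by – SteadyLite luminescence, 15 min reagent step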
eIF4E 4G PPI – blocks eIF4E binding to eIF4G. P63073+Q04637. TR-FRET eIF4E-eIF4GI(517-606) binding, 2 h. inhibition, % at 21.7 µM. 0.37% of 220,000 active. AID 782;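 active = inhibition above about 30%, limit read from the data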;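 also: 0% = full FRET control wells and 100% = background wells lacking eIF4GI fragment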
Target sequence (P63073 whole entry, looked up, the tested form may be a part): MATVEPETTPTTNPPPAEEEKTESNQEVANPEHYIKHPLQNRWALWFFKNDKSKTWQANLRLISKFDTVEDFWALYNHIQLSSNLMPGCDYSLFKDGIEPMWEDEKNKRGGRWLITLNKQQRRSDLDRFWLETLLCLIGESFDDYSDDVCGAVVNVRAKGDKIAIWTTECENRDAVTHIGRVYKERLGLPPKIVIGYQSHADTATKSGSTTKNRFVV
Target sequence (Q04637 whole entry, looked up, the tested form may be a part): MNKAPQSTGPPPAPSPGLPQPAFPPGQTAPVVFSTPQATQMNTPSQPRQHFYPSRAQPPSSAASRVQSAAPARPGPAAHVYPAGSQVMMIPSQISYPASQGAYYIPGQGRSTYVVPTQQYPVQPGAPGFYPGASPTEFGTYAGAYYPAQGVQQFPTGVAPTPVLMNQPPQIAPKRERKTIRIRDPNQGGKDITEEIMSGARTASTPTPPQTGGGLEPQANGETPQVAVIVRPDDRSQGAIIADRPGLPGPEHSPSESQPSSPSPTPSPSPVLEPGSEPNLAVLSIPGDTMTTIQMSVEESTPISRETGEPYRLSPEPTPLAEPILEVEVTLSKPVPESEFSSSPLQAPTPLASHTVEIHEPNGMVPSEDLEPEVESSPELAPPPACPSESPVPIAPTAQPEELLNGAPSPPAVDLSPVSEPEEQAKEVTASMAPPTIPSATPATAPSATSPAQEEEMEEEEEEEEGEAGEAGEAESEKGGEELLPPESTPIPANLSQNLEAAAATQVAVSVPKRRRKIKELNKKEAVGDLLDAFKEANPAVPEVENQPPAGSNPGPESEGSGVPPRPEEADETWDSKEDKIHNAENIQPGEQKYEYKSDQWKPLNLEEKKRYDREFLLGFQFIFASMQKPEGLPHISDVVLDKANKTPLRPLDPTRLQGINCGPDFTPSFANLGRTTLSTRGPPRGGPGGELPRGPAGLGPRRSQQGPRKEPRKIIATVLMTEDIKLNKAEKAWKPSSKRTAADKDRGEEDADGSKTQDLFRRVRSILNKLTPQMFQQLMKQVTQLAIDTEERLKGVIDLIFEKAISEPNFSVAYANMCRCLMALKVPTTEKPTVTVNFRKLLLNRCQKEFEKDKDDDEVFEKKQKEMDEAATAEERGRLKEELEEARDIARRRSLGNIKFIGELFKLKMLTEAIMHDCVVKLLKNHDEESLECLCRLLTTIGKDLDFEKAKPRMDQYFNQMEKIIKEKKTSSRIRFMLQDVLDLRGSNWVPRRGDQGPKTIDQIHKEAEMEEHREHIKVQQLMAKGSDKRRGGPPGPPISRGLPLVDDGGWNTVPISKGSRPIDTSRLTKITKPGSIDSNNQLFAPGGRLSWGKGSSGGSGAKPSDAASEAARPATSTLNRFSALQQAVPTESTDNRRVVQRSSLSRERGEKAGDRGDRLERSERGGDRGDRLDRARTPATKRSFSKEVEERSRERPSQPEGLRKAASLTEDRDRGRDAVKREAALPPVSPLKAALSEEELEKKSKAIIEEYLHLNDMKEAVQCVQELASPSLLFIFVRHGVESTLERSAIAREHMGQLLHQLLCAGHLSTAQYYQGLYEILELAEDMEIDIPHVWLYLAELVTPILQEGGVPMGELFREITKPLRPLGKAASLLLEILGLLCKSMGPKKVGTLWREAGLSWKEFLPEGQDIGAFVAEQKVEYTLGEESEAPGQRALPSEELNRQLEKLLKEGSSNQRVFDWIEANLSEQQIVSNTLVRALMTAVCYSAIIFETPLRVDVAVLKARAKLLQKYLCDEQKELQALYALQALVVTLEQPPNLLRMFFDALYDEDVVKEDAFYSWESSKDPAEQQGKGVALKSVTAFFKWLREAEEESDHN
EBV gp42 block – EBV gp42 inhibition | Q1HVG2 | Fluorescence polarization binding assay, mP read-out | inhibition, % (tested at 21.74 µM) | 0.42% of 220,000 active | AID 1085; in the data active = inhibition above about 50%
Rad51 HR inh – Rad51 (human) homologous recombination inhibition; Q06609; hRad51 DNA strand exchange, fluorescence dequenching; inhibition, % at 10 µM; 0.085% of 200,000 active; AID 1385;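 active = inhibition above 40% at the single screening dose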;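 also: 0% = DMSO control wells and 100% = blanks with heterologous ssDNA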
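Test system: preformed human Rad51 ssDNA filaments; also added: Donor/quencher-labelled 47-bp dsDNA substrate; doses: 10 µM final, single point; times: 37 °C 15-min filament assembly, 30-min compound preincubation, 15-min exchange; detection: FRET fluorescence dequenching, excitation 485 nm, emission 520 nm; read-out basis: Fluorescence-based percent inhibition, control- and blank-normalised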
KCC2 mod – KCC2 (human) Cl- transport modulation | B-score of Tl+ flux slope (higher = more flux/activation; lower = inhibition) at 10 µM | KCC2 cells, thallium flux FluoZin-2 fluorescence | 2.2% of 190,000 active | Q9H2X9;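 active = thallium flux slope and its plate-corrected score both differing from the plate sample mean at a set confidence after two filtering rounds, in either direction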;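 also: slope of fluorescence scaled to starting intensity during 10 to 20 s after thallium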
PERK inhibitor – blocks human PERK kinase; 0.17% of 220,000 active; CHO PERK-DD fusion, SEAP luminescence translation reporter; inhibition, % at 5.6 µM;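 active = inhibition above the mean inhibition of all tested compounds plus 3 SD, set separately per screening campaign, cut at about 2.9% in these data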;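 also: PERK kinase domain activated by AP20187 dimerizer at 100 nM; 0% = DMSO with dimerizer and 100% = rapamycin at 8.4 µM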
An asterisk follows results filed as active; x = no result given; [ ] = dose if it differs, or a comment.

SMILES	TNF necrop inh	m-calpain inh	L929 necroptosis	Mdm2 ligase inh	eIF4E 4G PPI	EBV gp42 block	Rad51 HR inh	KCC2 mod	PERK inhibitor
Cc1cc(NC(=O)C2(c3ccccc3)CCCC2)no1	1.2	-13.2	-0.3	-30.3	-15.0	-14.1	2.0	0.12	0.3
Cc1nc(SCCC(C)C)c([N+](=O)[O-])[nH]1	-0.2	13.8	0.8	-10.9	-8.1	10.6	-0.4	x	-1.2
CN(CCc1ccccn1)Cc1ccc(Cl)cc1Cl	-2.8	-16.9	0.1	-6.1	1.8	-15.6	-4.7	0.0637	-0.2
O=C(O)c1ccccc1-c1ccccc1C(=O)Nc1nccs1	0.1	-13.8	1.1	-5.8	0.9	4.9	1.8	-1.63	-0.3
O=S(=O)(c1ccc(NC(=S)NCc2ccco2)cc1)N1CCCC1	1.9	18.2	1.2	3.0	-3.9	18.6	-7.4	-0.44	-0.1
O=C1CCN(Cc2nc(-c3ccc(Cl)cc3)no2)CCN1	0.4	-18.7	-0.1	-2.3	-3.1	5.4	-27.5	x	0.3
CCOC(=O)c1c(NC(C)=O)sc2c1C1CCN2CC1	-0.5	x	-0.2	x	x	x	-2.9	0.000648	0.1
CC1(C)CC(=O)C(=C2SCCCS2)C(=O)C1	1.6	-7.4	x	0.0	6.3	-0.4	2.5	0.875	-0.9
CCn1c(CNc2ccccc2Cl)nnc1SCC(=O)NCc1ccccc1	0.5	2.5	-0.5	-14.9	1.8	-10.5	3.9	x	-0.7
O=C(COc1ccccc1C(=O)NCc1ccccn1)Nc1ccc(Br)cc1	4.5	2.3	3.6	3.9	-2.5	-4.5	5.3	-1.47	-0.1
CS(=O)(=O)N(CC(=O)O)c1ccc2c(c1)OCO2	-1.5	-7.2	0.0	-23.2	-12.4	-20.6	-4.7	x	2.0
CCOc1ccc(-n2c(SCC(N)=O)nc3sc4c(c3c2=O)CCN(C)C4)cc1	1.2	-34.3	0.7	-9.7	5.4	-3.9	5.8	1.02	1.4
CCN(CC)c1ccc(C2C3CCCCC3(O)CCN2CC(=O)N2CCCCC2)cc1 (stereo unspecified)	-3.7	-24.8	-0.1	-21.0	15.6	-19.7	4.2	0.76	-0.5
O=C(Nc1ncnc2sc3c(c12)CCCCC3)c1ccc(F)cc1	-0.5	23.1	0.5	-12.5	3.4	-3.2	-9.9	-0.735	-0.6
COc1ccc(C(c2nnnn2C2CCCCC2)N2CCN(C)CC2)c(OC)c1 (stereo unspecified)	2.3	4.2	0.6	-15.4	-4.2	7.5	1.4	1.12	-0.7
C/C(=N\NC(=O)c1c(C)nc2ccccn12)c1cccc([N+](=O)[O-])c1	0.8	13.4	-0.9	1.6	1.9	-1.2	-6.6	-1.15	-1.4
CNC(=O)Nc1ccccc1C(=O)NCc1ccccc1	-5.8	-0.3	0.1	-15.7	0.8	-16.7	3.0	0.475	-0.2
CNS(=O)(=O)c1cccc(C(=O)Nc2cccc(Cl)c2)c1	1.5	-0.7	1.2	-10.6	5.0[fluorescence artefact?]	-3.4	2.7	-0.037	0.0
CC(C)(C)C(=O)NC(=S)Nc1ccc(Cl)c(C(=O)O)c1	0.3	-15.0	3.0	-10.9	-1.7	3.6	-1.3	-2.33	0.8
COc1ccc(S(=O)(=O)N2CCOC2CNC(=O)C(=O)NCCc2ccc(OC)c(OC)c2)cc1C (stereo unspecified)	-0.5	-18.6	0.7	-19.9	10.5	-5.2	5.8	-0.501	-0.2
O=C(c1cccs1)N1CCN(S(=O)(=O)c2ccc(F)cc2)CC1	2.3	-9.2	0.3	13.1	-8.9	-4.7	-0.4	0.109	-0.1
Cc1ccc(C)c(SCC(=O)NC(=O)Nc2ccc3c(c2)OCCO3)c1	1.8	50.0	x	2.9	2.1	-14.5	-26.9	0.683	1.6
CC(C)(C)NC(=O)CN(C(=O)C1CSC(=O)C1)c1ccc2c(c1)OCCO2 (stereo unspecified)	-0.4	6.2	0.0	14.9	-1.7	-13.0	10.3	-0.0246	-0.2
COc1ccc(OCc2nnc(SCC(N)=O)n2N)cc1	-0.5	-0.8	1.6	11.4	-7.2	-12.3	3.0	0.873	0.9
CCOc1ccc(C)cc1S(=O)(=O)Nc1ccc(Cl)cn1	0.2	6.1	-0.5	-12.3	-2.5	-18.4	-7.9	x	0.6
COc1ccc(OCC(=O)N/N=C/c2ccc(OC)c(OC)c2C(=O)O)cc1	2.3	5.4	1.2	-0.7	0.3	-11.3	-3.3	0.716	0.8
O=C(COC(=O)c1cccs1)Nc1cccc(S(=O)(=O)N2CCOCC2)c1	4.6	7.3	1.1	3.0	1.0	-21.4	3.5	1.33	0.9
CCn1c(SCC(=O)Nc2ccc(NC(=O)c3cccs3)cc2)nnc1-c1cccnc1	-1.0	-38.1	0.0	-1.3	8.5[fluorescence artefact?]	-2.6	-1.1	-0.534	0.8
CCOC(=O)c1nc(Nc2ccccc2C)c2ccccc2n1	-1.5	-2.0	-0.8	1.1	2.3	-2.0	-0.7	-0.388	-0.5
CCOc1ccc(C(=O)NC2CCN(C(=S)Nc3ccccc3C)CC2)cc1	0.5	-15.3	12.4	13.3	1.5	-3.2	8.7	x	0.1
Cc1sc(N)c(C(=O)c2ccccc2)c1C	0.4	-63.1	1.9	5.9	-2.9	4.6	4.2	-2.39	0.3
COc1ccc(C2(CNC(=O)Cc3ccc(OC)c(OC)c3)CCOCC2)cc1	0.3	-12.6	0.1	-4.4	-2.5	-14.5	2.4	0.0147	0.2
O=S1(=O)CC(O)C(Nc2ccccc2)C1 (stereo unspecified)	0.2	-19.3	-0.5	-18.3	1.2	-2.3	-3.1	-0.0871	0.3
FC(F)(F)c1ccc(NC2=NCCC2)cc1	0.0	0.5	-0.7	-15.0	-0.3	10.1	19.6	-0.111	1.1
O=C(Cn1c(=O)oc2ccccc21)Nc1nc(-c2ccc(Br)cc2)cs1	0.5	12.1	0.2	-6.8	-4.5	-35.8	-2.2	0.952	0.6
O=C(Cc1ccccc1)Nc1nnc(-c2cccc([N+](=O)[O-])c2)s1	2.8	2.2	1.2	-22.9	0.5	-8.8	-7.3	-0.302	0.4
O=C(CSc1nnc(-c2cccnc2)n1Cc1ccccc1)N1CCOCC1	-3.7	2.8	0.1	-28.4	x	-19.7	4.9	1.22	-1.2
CCOC(=O)CC(NC(=O)CCc1c(C)nc2nc(C)nn2c1C)c1ccc(OC(C)C)cc1 (stereo unspecified)	-0.1	23.3	0.1	-4.6	1.8	-3.4	5.5	0.0126	0.8
COc1ccc(C)cc1NC(=O)NC(C)c1ccncc1 (stereo unspecified)	0.0	32.4	-1.0	-6.3	-0.6	-14.3	4.7	0.362	0.1
CCn1cc(CNC(=O)CCc2nnc(CCC3CCCCC3)o2)cn1	0.1	27.1	0.0	-13.8	1.1	-10.1	-4.4	0.912	-0.4

Full records from above. Order of values: TNF necrop inh | m-calpain inh | L929 necroptosis | Mdm2 ligase inh | eIF4E 4G PPI | EBV gp42 block | Rad51 HR inh | KCC2 mod | PERK inhibitor
COc1ccc(OCc2nnc(SCC(N)=O)n2N)cc1 is listed as -0.5 | -0.8 | 1.6 | 11.4 | -7.2 | -12.3 | 3.0 | 0.873 | 0.9
O=C(COC(=O)c1cccs1)Nc1cccc(S(=O)(=O)N2CCOCC2)c1 is listed as 4.6 | 7.3 | 1.1 | 3.0 | 1.0 | -21.4 | 3.5 | 1.33 | 0.9
O=C(Cn1c(=O)oc2ccccc21)Nc1nc(-c2ccc(Br)cc2)cs1 is listed as 0.5 | 12.1 | 0.2 | -6.8 | -4.5 | -35.8 | -2.2 | 0.952 | 0.6

More compounds:
SMILES	TNF necrop inh	m-calpain inh	L929 necroptosis	Mdm2 ligase inh	eIF4E 4G PPI	EBV gp42 block	Rad51 HR inh	KCC2 mod	PERK inhibitor
CCSC(C)CC1C/C(=N/O)c2c(CC)noc2C1 (stereo unspecified)	0.4	22.8	-0.3	-2.8	-2.5	7.6	-4.7	-0.246	0.5
CCOCCCNC(=O)c1ccc2c(c1)OCO2	-0.7	7.8	0.8	-6.7	4.0	-23.2	-1.6	-1.14	2.1
O=C(CSc1nc2ccccc2[nH]1)Nc1ccc(F)cc1	1.4	-24.3	0.4	-3.5	-2.9	-9.1	-2.7	0.0287	0.5
COc1cccc(C(=O)N2CCSC2=S)c1	0.0	-1.3	0.9	-16.2	9.3	1.6	1.1	-0.397	0.9
CCn1c(CSc2nc(C)cc(C)n2)nnc1SCC(=O)Nc1ccccc1	-0.6	-6.7	-0.4	-23.4	-10.8[fluorescence artefact?]	-18.8	-5.5	x	0.1
CN=C(NC)SC1CC(=O)N(c2ccccc2)C1=O (stereo unspecified)	-0.9	-49.0	-0.4	-5.5	-0.2	-1.0	-10.2	0.321	0.1
Cc1occc1C(=O)NNC(=O)c1ccccc1C(=O)O	1.4	7.4	3.0	-15.8	-1.3	-4.5	6.8	-0.166	0.1
Cc1cc2ccccn2c1C(=O)c1ccc(Cl)c([N+](=O)[O-])c1	-4.8	-0.3	-0.6	-8.7	-1.6	15.2	4.2	-0.382	-0.8
Cc1ccc(-n2c(C)c3c(C)nnc(C)c3c2C)cc1N	0.8	-33.1	-1.0	-9.9	-1.6	-5.5	-2.8	0.338	0.7
Cc1cccc(C)c1C(=O)N[C@@H](Cc1ccccc1)C(=O)O	0.6	0.2	0.8	x	-2.7	-5.8	-5.6	-0.0952	1.1
CCCOc1ccc(-c2nc[nH]c2[N+](=O)[O-])cc1	-1.0	9.1	-0.8	3.8	-0.6	-14.2	-14.9	-0.0229	0.9
CC1=NN(c2ccccc2)C(=O)C1C(=O)c1ccc([N+](=O)[O-])cc1 (stereo unspecified)	-0.2	2.0	1.3	-11.3	-2.6	-19.9	-7.8	-0.138	0.5
C=CCN1C(=O)/C(=C\c2ccco2)C(C(=O)OC)=C1C	0.1	16.1	-0.4	-6.8	-7.9[fluorescence artefact?]	-0.5	-1.1	-1.23	-0.7
Cc1ccc(CSc2ccc(-c3ccc4c(c3)OCO4)nn2)cc1	1.6	18.1	-0.1	-8.5	4.9	-4.2	11.8	-0.119	-0.3
CSCc1cc(N2CCCC2)nc(-c2ccccc2)n1	1.3	-25.0	1.7	-10.3	-1.8	2.6	4.6	-0.000153	0.4
Cc1ccccc1NC(=S)NN1CCN(C)CC1	0.2	2.4	-0.2	6.9	-0.5[fluorescence artefact?]	-12.1	2.3	0.0967	1.3
Cc1ccc(S(=O)(=O)N2CCCCC2C(=O)N2CCN(c3ccccc3F)CC2)cc1 (stereo unspecified)	0.1	19.8	0.1	-16.2	x	-11.5	8.8	x	0.1
CCOc1ccc(C(=O)NC(=S)Nc2ccccn2)cc1[N+](=O)[O-]	-4.4	-23.3	-0.6	-4.7	1.4	-0.8	-0.7	0.0808	-0.8
O=C(COc1cc(Cl)c(Cl)cc1Cl)N1CCN(c2ccccn2)CC1	0.9	7.3	0.8	-88.0	-1.5	5.2	-22.4	0.0358	-0.5
COc1ccc(-n2c(=S)[nH]c3cc(C(=O)NCCCN4CCCC4=O)ccc3c2=O)cc1	-3.1	-12.2	0.2	-10.8	-6.4	-14.0	x	0.922	-0.4
COc1ccc(CCNC(=O)CCCOc2ccc(C)cc2)cc1OC	0.1	0.6	0.0	10.0	24.5	-15.7	-21.7	-0.915	0.6
C=CCNC(=S)NC(=O)c1ccc(C)c(Br)c1	-0.4	34.2	-0.5	-41.5	-2.6	0.4	12.1	40*	-0.8

Screening results: PubChem BioAssay, several laboratories
